ERAP1 HTS inh – ERAP1 (human) enzyme inhibition; Q9NZ08; recombinant ERAP1, Leu-AMC fluorescence, 60 min; inhibition, % at 10.7 µM; 340,000 compounds, 0.15% hits; AID 652197;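 active = mean replicate inhibition of at least 30%, or all replicates individually reaching that 30% level; inactive = mean below 30% and not every replicate reaching it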;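 note: 0% = neutral control wells and 100% = L-leucinethiol positive control wells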
Target sequence (Q9NZ08 whole entry, looked up): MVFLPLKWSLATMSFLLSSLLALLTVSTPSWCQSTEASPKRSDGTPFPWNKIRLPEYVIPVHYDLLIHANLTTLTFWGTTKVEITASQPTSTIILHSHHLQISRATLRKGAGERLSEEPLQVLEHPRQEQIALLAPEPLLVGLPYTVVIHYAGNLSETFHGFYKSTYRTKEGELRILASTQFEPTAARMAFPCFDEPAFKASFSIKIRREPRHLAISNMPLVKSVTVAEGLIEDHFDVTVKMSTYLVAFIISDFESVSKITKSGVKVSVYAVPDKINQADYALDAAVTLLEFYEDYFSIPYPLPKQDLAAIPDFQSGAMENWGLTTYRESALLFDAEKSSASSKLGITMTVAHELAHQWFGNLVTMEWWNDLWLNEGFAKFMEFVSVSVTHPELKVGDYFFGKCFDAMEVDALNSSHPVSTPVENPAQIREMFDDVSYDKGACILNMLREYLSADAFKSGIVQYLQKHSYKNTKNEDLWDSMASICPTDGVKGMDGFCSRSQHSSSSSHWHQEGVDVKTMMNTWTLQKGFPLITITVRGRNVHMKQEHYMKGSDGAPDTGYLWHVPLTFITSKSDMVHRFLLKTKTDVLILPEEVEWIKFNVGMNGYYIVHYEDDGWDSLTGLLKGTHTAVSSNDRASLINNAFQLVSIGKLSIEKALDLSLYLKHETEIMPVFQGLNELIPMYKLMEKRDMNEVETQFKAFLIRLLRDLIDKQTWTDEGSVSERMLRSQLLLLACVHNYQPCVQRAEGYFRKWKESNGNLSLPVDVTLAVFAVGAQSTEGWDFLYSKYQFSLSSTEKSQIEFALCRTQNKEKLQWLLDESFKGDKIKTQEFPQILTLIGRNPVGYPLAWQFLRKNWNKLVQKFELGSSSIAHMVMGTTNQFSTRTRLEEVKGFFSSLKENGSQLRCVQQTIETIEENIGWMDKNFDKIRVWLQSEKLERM
EWS-Fli block – EWS/Fli transcriptional activity inhibition | A673 NR0B1-luciferase reporter, viability-normalised | inhibition, % at 12.6 µM | 350,000 compounds, 0.67% hits | AID 651661;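 active = mean inhibition of at least 50% after viability correction, with every replicate also passing that limit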;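 note: firefly luciferase signal divided by Alamar Blue viability fluorescence both relative to DMSO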
LGR2 antag – inhibitors of bursicon-induced Drosophila LGR2 receptor cAMP signaling | HEK293 LGR2, CRE-luciferase, bursicon-stimulated, 4 h | 380,000 compounds, 0.35% hits | AID 720647 | inhibition, % at 9.99 µM;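 active = drop in luminescence signal, shown as inhibition above about 50% in the replicate tests, limit read from the data, passing the limit was not always enough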;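 note: agonist challenge used bursicon conditioned medium at about half maximal strength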
S100A4 MyoIIA – blocks human S100A4 binding to myosin IIA peptide; S100A4/TAMRA-MyoIIA peptide fluorescence polarization; P26447; inhibition, % at 10.7 µM; 360,000 compounds, 0.14% hits;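 active = mean inhibition of at least 70% across replicates, with every replicate also reaching that level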
Target sequence (P26447 whole entry, looked up): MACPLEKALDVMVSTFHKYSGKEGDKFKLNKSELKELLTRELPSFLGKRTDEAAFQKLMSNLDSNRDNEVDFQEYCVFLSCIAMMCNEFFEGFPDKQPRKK
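Test system – S100A4 monomer (human) · Compound – single-point compound testing · Schedule – 5 min incubation before reading · Probe or stimulus – TAMRA-labelled myosin IIA heavy-chain peptide probe, 5 nM · Benchmarks – neutral control DMSO, positive control TFP · Medium – Calcium-containing HEPES buffer, pH 7.2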
PGC1a acetyl inh – lowers PGC1a acetylation signal in U2OS cells; AlphaScreen anti-acetyl-lysine; with virally co-expressed GCN5 acetyltransferase; 350,000 compounds, 0.17% hits; AID 651687; inhibition, % at 15.6 µM;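 active = every replicate shows inhibition of at least 40%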;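 note: 0% = neutral control wells and 100% = positive control wells; some results beyond the cut were filed as inactive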
PAX8 reporter – PAX8 transcriptional activity inhibition; RMG-I TPO-luciferase reporter, SteadyGlo, 24 h; inhibition, % at 12.6 µM; 360,000 compounds, 1.2% hits; AID 652154;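 active = mean replicate inhibition at least 60% with every replicate also reaching 60%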;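 note: luciferase light reporting Pax8 driven TPO promoter activity; plate controls were median of neutral control wells for no effect and mitoxantrone controls for full effect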
FN deposit inh – fibronectin deposition inhibition | AH1F fibroblasts, Alexa488-fibronectin deposition fluorescence, overnight | inhibition, % at 12.6 µM | 350,000 compounds, 0.086% hits | AID 743247;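 active = mean inhibition across replicates of 30% or more, regardless of how many single replicates reach that level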;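 note: positive control wells lacked labelled fibronectin entirely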
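material = AH1F fibroblast monolayer depositing Alexa488-labelled fibronectin into matrix | amount = 10000 AH1F cells/well | buffer or medium = DMEM plus 2% serum, read in PBS | incubation = 1 h cell adhesion before compound, then overnight fibronectin incubation | detection = fluorescence at 485 nm excitation, 525 nm emission | evaluation = percent inhibition as loss of matrix-bound fibronectin fluorescence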
PglD inh – PglD (C. jejuni) enzyme inhibition | 360,000 compounds, 0.098% hits | purified PglD enzyme, DTNB colorimetric CoA detection | inhibition, % at 12.5 µM | AID 602405; in the data active = inhibition above about 16%, passing the limit was not always enough; note: strong numbers were not always called active
Active calls of the source: *; . = not tested or not shown.

SMILES	ERAP1 HTS inh	EWS-Fli block	LGR2 antag	S100A4 MyoIIA	PGC1a acetyl inh	PAX8 reporter	FN deposit inh	PglD inh
Cc1cc(C(=O)COC(=O)c2ccc(O)cc2)c(C)n1CCc1ccc(F)cc1	1	-3	-1	2	0	-15	8	.
CN1C(=O)c2cc(NS(=O)(=O)c3ccccc3F)ccc2OC[C@@H]2O[C@H](CC(=O)NC3Cc4ccccc4C3)CC[C@H]21	2	3	-8	3	.	20	-3	0
C[C@@H]1CN([C@@H](C)CO)C(=O)c2cccc(NS(=O)(=O)c3ccc(F)cc3)c2O[C@H]1CN(C)S(=O)(=O)c1cccs1	2	-3	11	5	3	.	-6	0
CCOC(=O)N1CCC(N2C(=O)c3ccccc3C2Nc2ccccc2C)CC1 (stereo unspecified)	4	6	16	5	.	23	-2	-3
Cc1[nH]n(-c2ccccc2)c(=O)c1/C=N/NC(=O)c1ccccc1F	-3	4	-7	-7	-6	3	-2	6
CC(=O)Nc1ccc(NC(=O)CSc2nnc(C)c(=O)n2N)cc1	-1	13	4	-16	5	5	3	-2
O=C(NCC1CCCO1)c1ccc(NC(=O)c2cc(F)c(F)cc2Cl)cc1 (stereo unspecified)	-4	5	3	-7	.	20	6	-1
Cc1ccccc1C1NC(=S)NC2=C1C(=O)CCC2 (stereo unspecified)	0	4	14	0	-1	-1	9	-5
CCC(C)n1c(SCC(=O)Nc2cc(C)on2)nc2ccccc2c1=O (stereo unspecified)	.	.	.	.	-15	11	-4	-2
C[C@@H]1CN([C@H](C)CO)C(=O)Cc2cc(NS(=O)(=O)c3ccc(F)cc3)ccc2O[C@@H]1CN(C)CC1CCCCC1	-2	4	1	-1	8	.	.	15
O=C(CCSc1ccc(Br)cc1)Nc1cccnc1	2	-7	.	1	.	-11	-3	.
Cc1ccc(F)cc1NC(=O)CCc1c(C)nn(-c2ccc(N3CCCCC3)nn2)c1C	0	-61	-21	18	-4	-80	-29	0
CCCNC(=O)N(C)C[C@H]1Oc2cc(-c3ccc(C)cc3)ccc2S(=O)(=O)N([C@@H](C)CO)C[C@H]1C	-1	3	-13	-4	-16	.	-2	-2
Cc1c(C(=O)N/N=C/c2ccoc2)cccc1[N+](=O)[O-]	-2	.	-11	-6	9	-9	-15	4
Cc1onc(-c2ccccc2Cl)c1C(=O)N1CCN(c2ncccn2)CC1	0	-3	-5	-2	3	-1	-13	.

5 entries already listed, arranged by the value under PglD inh, largest number first.
Compound | PglD inh
C[C@@H]1CN([C@H](C)CO)C(=O)Cc2cc(NS(=O)(=O)c3ccc(F)cc3)ccc2O[C@@H]1CN(C)CC1CCCCC1 | 15
Cc1[nH]n(-c2ccccc2)c(=O)c1/C=N/NC(=O)c1ccccc1F | 6
Cc1ccc(F)cc1NC(=O)CCc1c(C)nn(-c2ccc(N3CCCCC3)nn2)c1C | 0
CCCNC(=O)N(C)C[C@H]1Oc2cc(-c3ccc(C)cc3)ccc2S(=O)(=O)N([C@@H](C)CO)C[C@H]1C | -2
Cc1ccccc1C1NC(=S)NC2=C1C(=O)CCC2 (stereo unspecified) | -5

(listing goes on)
SMILES	ERAP1 HTS inh	EWS-Fli block	LGR2 antag	S100A4 MyoIIA	PGC1a acetyl inh	PAX8 reporter	FN deposit inh	PglD inh
COc1cccc(NC(=O)N2CCCC2C(=O)Nc2ccc3c(c2)OCCO3)c1 (stereo unspecified)	-3	8	-2	1	-11	-12	-9	.
COc1ccc(C(=O)OCC(=O)Nc2c(C)cccc2C)c(OC)c1OC	-4	-4	5	2	.	10	0	-12
COc1ccc(NC(=O)N(C)C[C@H]2Oc3ccc(NC(=O)NC4CCCCC4)cc3CC(=O)N([C@@H](C)CO)C[C@@H]2C)cc1	3	7	7	-3	4	-10	-17	3
C[C@@H](NC(=O)c1ncn(Cc2ccccc2)c1C(=O)N[C@H](C)c1ccccc1)c1ccccc1	2	11	7	-1	4	21	-13	4
C[C@H]1CN([C@@H](C)CO)C(=O)c2cc(/C=C/c3ccccc3)cnc2O[C@H]1CN(C)C(=O)Cc1cccnc1	-1	-11	-11	-2	-2	-11	0	1
CCC(=O)N(C)C[C@H]1Oc2cc(C#CC3CCCCC3)ccc2S(=O)(=O)N([C@H](C)CO)C[C@@H]1C	0	12	8	-6	8	-1	-4	-1
COc1ccc(S(=O)(=O)N(C)C[C@H]2Oc3ccc(NC(=O)NC(C)C)cc3CC(=O)N([C@H](C)CO)C[C@H]2C)cc1	1	-9	-8	4	5	0	6	-1
O=C(/C=C/c1cccc([N+](=O)[O-])c1)Nc1cc(C(=O)O)cc(C(=O)O)c1	3	6	-1	3	7	-14	14	-3
CC(=O)NC1=NN(C(C)=O)C(c2ccccn2)S1 (stereo unspecified)	0	8	-9	-1	8	-3	-1	.
Cc1ccc2[nH]c(-c3ccccc3)c(CN3CCCC3)c(=O)c2c1	0	-3	-1	-7	6	5	-13	7
Cc1ccc(F)cc1NC(=O)CN1CCN(Cc2ccccc2)CC1	2	0	4	-2	.	-6	-1	.
CC(CCc1ccco1)NC(=O)CSc1cc(=O)n(C)c2ccccc12 (stereo unspecified)	.	.	.	.	-7	10	4	-2
COc1ccc(CN(C)C(=O)CNC(=O)c2sc3ccccc3c2Cl)c(OC)c1OC	0	-3	-4	0	.	3	3	-2
C[C@H](CO)N1C[C@H](C)[C@H](CN(C)C(=O)c2ccccc2)OCc2ccccc2-c2c(n(C)c3ccccc23)C1=O	.	-1	-8	4	-2	0	-4	2
CC1(C2CC2)NC(=O)N(CC(=O)Nc2ccc(F)cc2F)C1=O (stereo unspecified)	-3	-1	2	4	-1	5	-8	4
COc1ccc(C(=O)N2C[C@H]3[C@@H](c4ccccc42)[C@H](CO)N3C(=O)c2cccc(F)c2)cc1	-3	-5	4	2	-7	16	-11	-3
O=C(CCCC(=O)NNC(=O)Nc1ccccc1)NNC(=O)Nc1ccccc1	1	11	15	0	-4	3	8	.
C[C@H]1CN([C@@H](C)CO)C(=O)c2cc(/C=C/c3ccccc3)cnc2O[C@@H]1CN(C)C	2	-12	-6	10	2	.	12	-2
COc1ccc(-c2c(C)nn3c(N)c(C#N)cnc23)cc1OC	2	-22	.	0	11	4	18	.
Cc1ccc(S(=O)(=O)Cc2csc(N)n2)cc1	.	.	.	.	2	-11	2	3
O=c1[nH]c2ccccc2cc1CN(CC1CCCO1)S(=O)(=O)c1ccccc1 (stereo unspecified)	-1	-3	15	2	4	0	-13	-1
COCC(=O)Nc1ccc2c(c1)OC[C@@H](C)N(CCC(F)(F)F)C[C@@H](C)[C@@H](OC)CN(C)C2=O	0	-1	12	-7	0	3	.	2
CCCC#Cc1ccc([C@@H]2[C@@H](CO)N3CCCCN(Cc4cccnc4)C[C@@H]23)cc1	-1	1	2	1	1	-5	.	-7
O=C(NNc1ncnc2c1cnn2-c1ccc(F)cc1)c1ccco1	1	.	9	2	.	-23	.	4
O=C(O)c1cccc(Nc2cc(Cl)c3nonc3c2[N+](=O)[O-])c1	22	10	47	3	.	-1	3	.
CC1(C)CC(c2nc(-c3ccc([N+](=O)[O-])cc3)cs2)CCO1 (stereo unspecified)	4	3	0	4	4	-25	8	5
OC[C@@H]1[C@@H](c2ccc(C#Cc3ccccc3F)cc2)[C@H]2CN(CC3CCOCC3)CCCCN12	-2	8	-2	-1	-11	-3	5	-3
CC(Sc1ccccc1)C(=O)NCC1COc2ccccc2O1 (stereo unspecified)	1	-7	-1	3	10	-18	1	-3
CC(=O)Nc1cccc(NC(=O)COc2ccccc2C)c1	-2	-27	-9	-2	2	-33	-2	1
Cc1ccccc1C(=O)N1CCC(C(=O)Nc2ccc(S(=O)(=O)N3CCCCC3)cc2)CC1	-1	32	6	-24	0	37	6	-3
CCCS(=O)(=O)NC(=O)C1(C)CCN(C(=O)c2ccc(C#N)cc2)C1 (stereo unspecified)	2	-3	4	7	6	8	-2	-4
N#C[C@@H]1[C@@H](c2ccccc2-c2ccc(F)cc2)[C@@H](CO)N1C(=O)Cc1ccccc1	-1	5	3	-7	1	-17	0	.
C[C@H]1CCCCO[C@@H](CN(C)C(=O)Nc2ccccc2)[C@@H](C)CN([C@@H](C)CO)C(=O)c2cc(NC(=O)Cc3ccccc3)ccc2O1	1	7	27	2	5	16	-7	-1
C[C@@H]1CN([C@H](C)CO)C(=O)c2cc(NS(=O)(=O)c3ccc(Cl)cc3)ccc2O[C@H]1CN(C)S(=O)(=O)c1cccs1	-2	0	-13	2	-15	-10	.	0
C[C@H](CO)N1C[C@H](C)[C@H](CN(C)C(=O)Cc2ccccc2)OCCCC[C@H](C)Oc2ccc(NC(=O)c3ccccc3)cc2C1=O	0	5	8	1	3	.	-7	3
COCCN(C(=O)COC(=O)Cc1cccc(OC)c1)c1c(N)n(Cc2ccccc2)c(=O)[nH]c1=O	3	1	-5	1	-98	-2	4	0
Cc1ccc(S(=O)(=O)N2CCN(C(=O)Cc3ccc(S(=O)(=O)N4CCOCC4)s3)CC2)cc1	-5	.	-13	-2	.	5	.	4
Cc1ccnc(N2CCC(C(=O)NNC(=O)c3ccccc3)CC2)n1	-3	0	21	-25	1	.	.	-2
CNC(=S)N(CCc1ccc(S(N)(=O)=O)cc1)C1CC(=O)N(c2ccccc2F)C1=O (stereo unspecified)	8	4	26	4	21	10	1	-6
Cc1cccc(NC(=O)CSc2nnc(NC(=O)c3ccc(S(=O)(=O)N4CCOCC4)cc3)s2)c1C	0	9	-8	-1	.	-16	-1	.
COCCN(CCOC)S(=O)(=O)c1ccc(NC(=O)c2cnccn2)cc1	-1	10	6	2	.	3	3	9
C[C@@H](NC(=O)C[C@H]1CC[C@@H]2[C@H](COC[C@@H](O)CN2C(=O)Nc2ccccc2)O1)c1ccccc1	0	-6	16	-20	3	4	-2	-3
Cc1ccc(NC(=O)Cn2cc(C(=O)C3CC3)c3ccccc32)cc1	-6	1	-3	-1	-7	4	-2	.
O=C(c1cccc(C(F)(F)F)c1)C1CCCN(C(=O)CCn2cnnn2)C1 (stereo unspecified)	.	1	15	-6	3	-4	8	-5
COc1ccc(N2CCN(C(=O)COCC(=O)O)CC2)cc1	0	1	.	14	1	3	2	-1
Cn1c(=O)c2c(nc(SCCN3CCCCC3)n2Cc2ccc(Cl)cc2)n(C)c1=O	.	.	.	.	-4	19	-6	4
CC1=C(C#N)C(=O)NC(=O)/C1=C\c1ccc(-c2cc(C)c(C)cc2[N+](=O)[O-])o1	1	11	10	-8	-2	2	.	-4
COc1ccc(CCNC(=O)CCCn2nc(C)n3ccnc3c2=O)cc1OC	3	-2	9	5	10	-2	8	-3
CCNC(=O)[C@H]1[C@H](CO)[C@H]2Cn3c(ccc(-c4ccccc4)c3=O)[C@@H]1N2Cc1ccccc1	5	7	15	4	.	.	.	-1
COc1cc(C2C(=O)c3ccccc3C2=O)ccc1O	-2	-17	-27	-5	11	-10	-6	-5
O=C(Nc1cccc(Cl)c1)N[C@H]1CC[C@H](CCNC(=O)C2CCOCC2)O[C@H]1CO	-3	0	-14	13	-7	-13	.	2
C[C@H]1CN([C@@H](C)CO)C(=O)c2cc(NC(=O)Nc3ccc(F)cc3)ccc2O[C@@H]1CN(C)S(=O)(=O)c1ccccc1	-1	0	15	-3	3	9	.	2

A draw from above in order of SMILES length, smallest number first:
SMILES	ERAP1 HTS inh	EWS-Fli block	LGR2 antag	S100A4 MyoIIA	PGC1a acetyl inh	PAX8 reporter	FN deposit inh	PglD inh
CC(=O)Nc1cccc(NC(=O)COc2ccccc2C)c1	-2	-27	-9	-2	2	-33	-2	1
COc1ccc(CCNC(=O)CCCn2nc(C)n3ccnc3c2=O)cc1OC	3	-2	9	5	10	-2	8	-3
CCC(=O)N(C)C[C@H]1Oc2cc(C#CC3CCCCC3)ccc2S(=O)(=O)N([C@H](C)CO)C[C@@H]1C	0	12	8	-6	8	-1	-4	-1

High-throughput results deposited in PubChem by Broad Institute.
